F-actin modifier: cytoskeleton assembly modification; HUVEC TNFa F-actin phalloidin imaging, high content; inhibition, % at 2 µM; actives 0.18% (n = 91,000);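 active = inhibition above the batch mean plus 3 SD and confirmed as a hit by visual image inspection, cut at about 30% in these data, passing the limit was not always enough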; also: strong numbers were not always called active
PLK1 PBD inh: Plk1 (human) PBD binding inhibition; P53350; Plk1 PBD phosphopeptide binding, fluorescence polarization; inhibition, %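 (tested at about 20 µM)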; actives 0.13% (n = 97,000); AID 693; in the data active = inhibition above about 34%, passing the limit was not always enough
Target sequence (P53350 whole entry, looked up): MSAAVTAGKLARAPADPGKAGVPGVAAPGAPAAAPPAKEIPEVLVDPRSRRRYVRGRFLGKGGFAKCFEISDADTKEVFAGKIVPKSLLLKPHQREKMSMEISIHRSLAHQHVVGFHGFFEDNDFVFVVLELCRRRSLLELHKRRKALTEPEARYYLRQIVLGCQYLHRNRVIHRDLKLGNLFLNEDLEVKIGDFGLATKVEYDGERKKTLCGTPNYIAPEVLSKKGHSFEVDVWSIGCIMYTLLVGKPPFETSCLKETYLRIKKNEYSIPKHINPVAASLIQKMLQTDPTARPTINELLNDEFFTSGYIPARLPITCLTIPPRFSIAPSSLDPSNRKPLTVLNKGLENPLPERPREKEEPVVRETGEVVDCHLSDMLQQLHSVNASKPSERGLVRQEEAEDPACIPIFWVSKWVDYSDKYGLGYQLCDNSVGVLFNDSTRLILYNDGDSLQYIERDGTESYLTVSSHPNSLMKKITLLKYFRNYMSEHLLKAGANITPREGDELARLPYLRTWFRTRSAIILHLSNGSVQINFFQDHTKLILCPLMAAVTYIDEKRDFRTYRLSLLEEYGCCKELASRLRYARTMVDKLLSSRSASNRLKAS
HIV Rev-RRE inh: HIV Rev-RRE protein-RNA interaction inhibition; P05866; Rev peptide-RRE RNA binding, FRET; inhibition, % at 8 µM; actives 0.79% (n = 97,000);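 active = inhibition above the screen-wide mean plus 3 SD, cut at about 35% in these data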;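 also: 0% = median DMSO wells and 100% = median Neomycin B control wells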
Target sequence (P05866 whole entry, looked up): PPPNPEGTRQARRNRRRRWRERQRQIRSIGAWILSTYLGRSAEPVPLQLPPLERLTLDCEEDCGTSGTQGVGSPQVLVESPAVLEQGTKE
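System: Cy5-labelled duplex RRE RNA binding fluorescein-labelled HIV Rev peptide; Signal: fluorescein-to-Cy5 FRET, 480 nm excitation; Also added: labelled Rev peptide; Compound: one concentration, 8 µM nominal; Buffer or medium: HEPES pH 7.5 salt buffer with EDTA; Read-out: % inhibition of FRET ratio versus controls; Schedule: 5 min preincubation and 15 min binding, 25 °C.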
FAK blocker: inhibitors of human focal adhesion kinase. inhibition, %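 (tested at 7 µM)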. AID 727. actives 0.84% (n = 97,000). biochemical FAK kinase activity assay. Q05397; in the data active = inhibition above about 19%;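 also: 0% = DMSO and 100% = reference compound high control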
PTK2B oligo ant: Pyk2 (human) oligomerization antagonism. z-score (the deposit names both 25 µM and 10 µM). actives 0.83% (n = 99,000). Q293 cells, Pyk2 FERM NanoBiT luminescence; stronger effect = lower value;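 active = Z-score of -3 or lower, scaled per plate to the spread of control and sample wells; inactive = z-score above -3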;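 also: negative z-score means lost luminescence so less FERM oligomerization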
EphB4 antag: EphB4-ephrin-B2 interaction antagonism | AID 720 | inhibition, % at 7 µM | actives 0.15% (n = 97,000) | EphB4 LBD / TNYL-RAW-Alexa532 peptide, fluorescence polarization;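 active = inhibition above the screen-wide mean inhibition plus 3 SD, cut at about 15% in these data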;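 also: 0% = DMSO wells and 100% = excess unlabeled TNYL-RAW peptide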
PLK1 inh: PLK1 (human) kinase inhibition; AID 619; inhibition, % at 10 µM; actives 0.53% (n = 97,000); recombinant PLK1 kinase, TR-FRET peptide phosphorylation;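 active = inhibition of 50% or more in the single-concentration screen; inactive = inhibition below 50%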;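 also: 0% = DMSO max control and 100% = H-89 dihydrochloride min control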
PTPN22 act: increases human PTPN22 phosphatase activity; Q9Y2R2; recombinant LYP, DiFMUP fluorescence; 0 = plate median, 100 = signal doubled; activation, % at 2 µM; actives 0.11% (n = 96,000);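 active = activation at 2 µM above a set limit, the mean plus 5 SD, cut at about 37% in these data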
LYP inh 2: inhibitors of human LYP (PTPN22) phosphatase; Q9Y2R2; recombinant LYP catalytic domain, DiFMUP fluorescence; inhibition, % at 2 µM; actives 0.21% (n = 96,000); AID 640;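 active = inhibition at 2 µM at or above a set limit, the screen mean plus 3 SD, cut at about 24% in these data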;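 also: 0% = DMSO with enzyme and 100% = enzyme fully blocked by orthovanadate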
Numbers without * were called inactive; · = not tested or not shown. Rows are unselected. About 3.5% of those tested had a hit in this group.

smiles	F-actin modifier	PLK1 PBD inh	HIV Rev-RRE inh	FAK blocker	PTK2B oligo ant	EphB4 antag	PLK1 inh	PTPN22 act	LYP inh 2
O=C(O)c1c2c(nc3ccc(S(=O)(=O)N4CCC(C(=O)N5CCCCC5)CC4)cc13)CCCC2	15	3	6	-1	·	-1	-6	-5	5
CCC1CCCCN1C(=O)C1CC(c2cc(Cl)c(OC)cc2OC)=NO1 (stereo not given)	-21	-9	15	0	-0.52	-1	-14	-3	3
O=C(NCc1ccc2c(c1)OCO2)C1CCN(S(=O)(=O)c2ccc(Br)s2)CC1	-1	18	10	1	1.2	-3	-35	8	-6
COC(=O)C(C)C1Sc2ccccc2NC1=O (stereo not given)	-4	3	2	-1	3.7	-3	-5	-4	-3
O=C(NC(Cc1ccccc1)c1nc2ccccc2[nH]1)C1CC(=O)N(c2ccc3c(c2)OCCO3)C1 (stereo not given)	5	-14	0	-5	-0.1	15*	0	-3	6
CCOC(=O)COc1ccc(Cl)cc1C1NC(=O)NC(C)=C1C(C)=O (stereo not given)	20	-24	3	-1	0.09	3	-6	-9	6
O=S(=O)(c1ccccc1C(F)(F)F)N1CCOCC1	3	6	1	-7	0.93	-2	-7	3	-2
CC[C@@H](C(=O)n1nc(C)cc1C)[C@H](NS(=O)(=O)c1ccc(C)cc1)c1ccccc1	-3	11	5	0	-0.71	-3	-18	9	-14
Cc1ccc(CN(c2ccc(C(=O)Nc3ccc4c(c3)OCO4)cc2)S(C)(=O)=O)cc1	-2	-2	5	3	-0.39	-1	4	-3	0
O=C(NC1CCCC1)C1C2C=CC(C2)C1C(=O)N1CCOCC1 (stereo not given)	16	19	5	-1	2.4	-4	-10	-5	5
Cc1ccc(NC(=O)CSc2nnc(-c3ccncc3)n2C)cc1C	-18	0	4	-1	0.38	9	-5	-11	11
N#CN=C1SCCS1	-20	4	8	-4	0.04	-6	-3	8	-10
CCOC(=O)C1=C(C)NC(SCC(N)=O)=C(C#N)C1c1ccccc1 (stereo not given)	23	-27	1	1	-0.05	2	-8	-7	11
COc1ccc(N=C2S/C(=C\c3ccc(C)o3)C(=O)N2CC(C)C)cc1	-2	-5	8	0	-1.9	1	-15	4	-8
O=C(Nc1ccc(N2CCCC2)cc1)c1ccccc1F	5	10	7	63*	1.2	5	-7	8	-14

13 structures already listed, ordered by length of the SMILES, falling:
smiles	F-actin modifier	PLK1 PBD inh	HIV Rev-RRE inh	FAK blocker	PTK2B oligo ant	EphB4 antag	PLK1 inh	PTPN22 act	LYP inh 2
O=C(NC(Cc1ccccc1)c1nc2ccccc2[nH]1)C1CC(=O)N(c2ccc3c(c2)OCCO3)C1 (stereo not given)	5	-14	0	-5	-0.1	15*	0	-3	6
CC[C@@H](C(=O)n1nc(C)cc1C)[C@H](NS(=O)(=O)c1ccc(C)cc1)c1ccccc1	-3	11	5	0	-0.71	-3	-18	9	-14
Cc1ccc(CN(c2ccc(C(=O)Nc3ccc4c(c3)OCO4)cc2)S(C)(=O)=O)cc1	-2	-2	5	3	-0.39	-1	4	-3	0
O=C(NCc1ccc2c(c1)OCO2)C1CCN(S(=O)(=O)c2ccc(Br)s2)CC1	-1	18	10	1	1.2	-3	-35	8	-6
COc1ccc(N=C2S/C(=C\c3ccc(C)o3)C(=O)N2CC(C)C)cc1	-2	-5	8	0	-1.9	1	-15	4	-8
CCOC(=O)COc1ccc(Cl)cc1C1NC(=O)NC(C)=C1C(C)=O (stereo not given)	20	-24	3	-1	0.09	3	-6	-9	6
CCC1CCCCN1C(=O)C1CC(c2cc(Cl)c(OC)cc2OC)=NO1 (stereo not given)	-21	-9	15	0	-0.52	-1	-14	-3	3
O=C(NC1CCCC1)C1C2C=CC(C2)C1C(=O)N1CCOCC1 (stereo not given)	16	19	5	-1	2.4	-4	-10	-5	5
Cc1ccc(NC(=O)CSc2nnc(-c3ccncc3)n2C)cc1C	-18	0	4	-1	0.38	9	-5	-11	11
O=S(=O)(c1ccccc1C(F)(F)F)N1CCOCC1	3	6	1	-7	0.93	-2	-7	3	-2
O=C(Nc1ccc(N2CCCC2)cc1)c1ccccc1F	5	10	7	63*	1.2	5	-7	8	-14
COC(=O)C(C)C1Sc2ccccc2NC1=O (stereo not given)	-4	3	2	-1	3.7	-3	-5	-4	-3
N#CN=C1SCCS1	-20	4	8	-4	0.04	-6	-3	8	-10

Additional entries.
smiles	F-actin modifier	PLK1 PBD inh	HIV Rev-RRE inh	FAK blocker	PTK2B oligo ant	EphB4 antag	PLK1 inh	PTPN22 act	LYP inh 2
O=C(OCCN1C(=O)c2ccccc2C1=O)c1cc2ccccc2o1	12	-12	13	0	0.92	-13	-9	8	-12
O=C1c2ccccc2C(=O)N1C/C=C/CN1C(=O)c2ccccc2C1=O	26	-3	-1	1	·	-3	0	4	-5
Nc1nc2c3ccccc3nc(Cc3ccccc3)n2n1	7	-1	2	0	0.95	-1	17	6	-7
O=C(CNC(=O)c1ccc(Cl)cc1Cl)OCC(=O)c1ccc2c(c1)OCCO2	6	-11	5	1	1	-1	-10	-2	2
CCOC(=O)c1sc(-c2ccc(Br)cc2)cc1N	-17	1	15	-6	-0.43	-8	-10	0	-4
COC(=O)c1ccc(Oc2c(C)oc3c(CN4CCN(C)CC4)c(O)ccc3c2=O)cc1	5	2	3	0	0.68	-6	6	0	0
CCCc1nnc(NC(=O)CCC(=O)N2CCN(c3ccccn3)CC2)s1	45	4	0	1	0.6	-11	-12	3	2
CCOc1ccc(N2Cc3ncccc3C2=O)cc1	·	7	2	0	0.07	13	0	6	-6
O=C1CCCC/C1=C/Nc1ccc(S(=O)(=O)Nc2ncccn2)cc1	17	-30	9	3	0.36	5	-4	-2	5
O=C(Nc1ccc(F)cc1)NC1(C(=O)NCc2ccco2)CCCCC1	-6	7	7	0	-0.8	6	-2	-2	2
CN(C)S(=O)(=O)c1ccc(S(=O)(=O)NC2CCOC(C)(C)C2)cc1 (stereo not given)	-10	31	8	-2	0.02	-7	-7	3	-3
COCCOC(=O)C1=C(C)NC2=C(C(=O)CC(C)(C)C2)C1c1ccc2c(c1)OCO2 (stereo not given)	-21	4	-5	1	-1.1	-4	-5	7	-8
CCn1c(SCC(=O)Nc2oc(-c3ccccc3)c(-c3ccccc3)c2C#N)nnc1-c1cc(OC)cc(OC)c1	2	-19	3	-2	-1.6	9	-4	1	-2
CC(C)(C)CC(=O)Nc1cccc2c1CCCC2	-10	-7	6	2	0.87	-4	-6	-6	6
ONC(=Nc1ccc(Cl)cc1)c1ccc(Cl)cc1	·	14	6	-1	-0.49	3	-16	·	·

Continuation.
smiles	F-actin modifier	PLK1 PBD inh	HIV Rev-RRE inh	FAK blocker	PTK2B oligo ant	EphB4 antag	PLK1 inh	PTPN22 act	LYP inh 2
Cc1cccc(NC(=O)CC2NCCNC2=O)c1 (stereo not given)	-9	1	6	2	1.6	4	0	4	-7
Cc1sc(N/N=C/C=C/c2ccccc2)nc1-c1ccccc1	3	-18	2	2	-0.02	-8	-7	-14	16
COc1cc(CN(C)CCc2ccccc2)ccc1OCc1ccccc1	-36	17	7	-3	-0.19	7	-5	-3	6
C=CCSc1nnc(-c2cc(Br)ccc2N)c(=O)[nH]1	·	-24	5	-2	·	0	71*	·	·
CCOc1ccc(-n2cc(C(=O)NC(C)C)c3cc(OC)c(OC)cc3c2=O)cc1	10	0	-5	8	0.06	3	54*	7	-3
CCOc1ccc(OCC)c(S(=O)(=O)NCc2cccnc2)c1	-15	-13	2	-3	-0.24	-7	-12	5	-1
Cn1c(=O)c2c(nc(Br)n2CCc2ccccc2)n(C)c1=O	-30	9	5	11	0.72	1	-3	-8	6
COC(=O)CCC(=O)Nc1ccc(OC)cc1	20	3	8	-1	1	2	-10	-1	-1
COCCn1c(C)cc(C(=O)COC(=O)c2cc3c(s2)CCC3)c1C	15	25	-8	18	0.55	-11	2	6	-8
Nc1cc(-c2ccccc2)nn1S(=O)(=O)c1ccc(Br)cc1	-9	-21	9	-6	·	0	-9	-8	8
O=C(COc1ccc(Cl)cc1)NCCSCc1cccc(Cl)c1	-4	-25	11	2	1.9	-8	-5	-2	5
COc1ccc(N(CC(=O)O)S(=O)(=O)c2cccnc2)cc1	-26	-1	6	3	1.2	3	-5	-8	6
CC(=O)N1CCC2(CC1)C(C#N)=C(N)Oc1n[nH]c(C(F)(F)F)c12	4	-4	9	3	-0.07	4	-1	1	-9
O=C(CN1C2=NCCN2c2ccccc21)c1ccc2c(c1)OCO2	-11	-16	-8	3	-0.09	-2	0	2	-4
Cc1nn2c(=O)c(NC(=O)c3ccc(F)cc3)cnc2s1	-17	-3	2	0	0.89	-5	-6	1	0

Carrying on:
smiles	F-actin modifier	PLK1 PBD inh	HIV Rev-RRE inh	FAK blocker	PTK2B oligo ant	EphB4 antag	PLK1 inh	PTPN22 act	LYP inh 2
Cc1cc(C)nc(NC2=NCCN2C(=O)Nc2ccc(Cl)c(Cl)c2)n1	-1	13	7	10	·	2	-15	7	-11
O=C(NC(Nc1ncc(S(=O)(=O)c2ccc([N+](=O)[O-])cc2)s1)(C(F)(F)F)C(F)(F)F)c1ccc(Cl)cc1	16	9	7	-2	0.58	1	-6	10	-15
N#Cc1ccc(CSc2nnc(-c3ccncc3)n2CCc2ccccc2)cc1	-16	-8	1	-1	-0.02	-3	-3	-6	5
CCOC(=O)N1CCN(CC(=O)Nc2ccc(C)cc2)CC1	-1	1	0	0	-0.75	-6	-8	2	0
CC(=O)c1cccc(OCC(=O)c2cc(C)n(-c3cc(C)on3)c2C)c1	-27	3	-2	2	0.43	-10	-4	8	-9
CC(=O)c1cc2c(cc1NC(=O)CCc1ccccc1)OCO2	-21	-10	11	0	0.19	-9	-7	-4	3
Cc1nn2c3c(cnc2c1-c1ccccc1)C(=O)CC(c1ccccc1)C3 (stereo not given)	-12	-16	3	-3	-2.6	0	-20	-10	12
O=C(Nc1nc(-c2cccc(Br)c2)cs1)Oc1ccccc1	24	39	8	-11	-0.01	-8	-5	-6	8
O=c1nc2s/c(=C\c3ccco3)c(=O)n2nc1Cc1ccccc1	0	-13	-1	-5	1.5	-3	-1	-2	3
COc1ccc(C(OC(=O)c2ccco2)C(=O)NCC2CCCO2)cc1 (stereo not given)	-2	-32	0	9	0.37	4	-8	0	-2
C=CCn1c(CCNC(=O)c2cccs2)nnc1SCC(=O)c1ccc(Br)cc1	-5	-8	8	-1	1.8	8	-35	-6	8
CCOC(=O)N1CCC(Nc2ncnc3c2cnn3-c2ccc(Cl)cc2)CC1	-17	-4	7	0	1.3	-5	2	6	-8
CCc1ccc(CN(C(=O)c2cc3ccccc3oc2=O)C2CCS(=O)(=O)C2)cc1 (stereo not given)	-4	-1	14	0	-0.53	6	-4	-2	6
Cc1cc(Nc2cnc3ccccc3n2)n(-c2ccccc2)n1	-35	-24	2	3	-0.54	-7	-8	-4	1
O=C(C1=C(O)C(=O)N(c2ncccn2)C1c1ccc(Cl)cc1)c1ccco1 (stereo not given)	3	-13	32	-2	0.06	4	-7	9	-4

Assay outcomes (PubChem)
